# NPY-Y2 PAM-ag: potentiates or activates human NPY-Y2 receptor | P49146 | cells expressing NPY-Y2, potentiator/agonist read-out | activation, % at 3.6 µM | actives 0.45% (n = 220,000) | AID 1359; in the data active = activation above about 27%;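 note: cells stimulated with NPY near EC25 plus isoproterenol at EC100; 0% = vehicle plus submaximal agonist and 100% = vehicle plus saturating agonist; some results beyond the cut were filed as inactive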
# BaF3 parental: reduces parental Ba/F3 cell viability, JAK2V617F counter-screen. CellTiter-Glo ATP luminescence. inhibition, % at 5.6 µM. actives 1.1% (n = 220,000). AID 1486;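 active = inhibition above a per-campaign cutoff, the mean inhibition of all tested compounds plus 3 SD, cut at about 27% in these data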;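 note: 0% = DMSO wells and 100% = JAK Inhibitor I control wells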
# S1P4 antag: blocks the human S1P4 receptor; O95977; S1P4-expressing cells, antagonist mode, reporter read-out; inhibition, % at 4.98 µM; actives 0.26% (n = 220,000); in the data active = inhibition above about 29%;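 note: 0% = wells stimulated with agonist and 100% = vehicle wells without agonist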
# Target sequence (O95977 whole entry, looked up): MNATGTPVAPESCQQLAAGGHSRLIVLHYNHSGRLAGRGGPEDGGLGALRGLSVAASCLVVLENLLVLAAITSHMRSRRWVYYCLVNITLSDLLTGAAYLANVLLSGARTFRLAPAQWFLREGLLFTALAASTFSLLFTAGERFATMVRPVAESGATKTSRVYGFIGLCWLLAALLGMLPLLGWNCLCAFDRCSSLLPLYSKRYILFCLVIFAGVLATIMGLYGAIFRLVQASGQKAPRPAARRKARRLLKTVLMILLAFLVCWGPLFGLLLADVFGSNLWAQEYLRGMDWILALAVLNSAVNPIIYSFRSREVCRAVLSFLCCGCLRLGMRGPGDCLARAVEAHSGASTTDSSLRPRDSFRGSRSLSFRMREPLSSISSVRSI
# NPY1 pot ag: potentiates or activates human NPY-Y1 receptor | P25929 | NPY-Y1 expressing cells, potentiator/agonist activation | AID 1304 | activation, % at 3.6 µM | actives 0.37% (n = 220,000); in the data active = activation above about 33%, passing the limit was not always enough;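 note: cells stimulated with NPY at EC10 then isoproterenol at EC100; 0% = low agonist plus stimulus and 100% = saturating agonist plus stimulus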
# S1P4 agonist: activates the human S1P4 receptor | activation, % at 4.98 µM | actives 0.35% (n = 220,000) | S1P4-expressing cell line, agonist reporter assay | O95977; in the data active = activation above about 11%;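 note: 0% = DMSO vehicle and 100% = reference agonist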
# p47phox inh: p47phox (human) inhibition; P14598; p47phox/p22phox peptide binding, fluorescence polarization, 2 h; inhibition, % at 24.7 µM; actives 0.53% (n = 220,000); AID 1274;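 active = inhibition above about 30%, limit read from the data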;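 note: 0% = p47phox with labelled peptide and 100% = labelled peptide alone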
# Target sequence (P14598 whole entry, looked up): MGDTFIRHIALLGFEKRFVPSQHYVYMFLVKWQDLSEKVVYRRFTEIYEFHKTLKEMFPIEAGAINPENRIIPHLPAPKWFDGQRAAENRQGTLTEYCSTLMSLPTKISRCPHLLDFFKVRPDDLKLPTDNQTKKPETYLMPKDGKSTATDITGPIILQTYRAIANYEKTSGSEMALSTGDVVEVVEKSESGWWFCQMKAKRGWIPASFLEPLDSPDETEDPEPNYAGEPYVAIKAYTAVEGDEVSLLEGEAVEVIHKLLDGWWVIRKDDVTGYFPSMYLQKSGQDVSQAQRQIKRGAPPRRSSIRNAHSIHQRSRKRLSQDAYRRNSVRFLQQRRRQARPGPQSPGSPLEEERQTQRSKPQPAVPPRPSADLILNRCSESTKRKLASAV
# Ba/F3 V617F tox: reduce viability of Ba/F3 cells dependent on JAK2V617F; Ba/F3 EpoR-JAK2V617F viability, ATP luminescence; inhibition, % at 5.6 µM; AID 1446; actives 1.1% (n = 220,000);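 active = inhibition above the campaign mean plus 3 SD over all tested compounds, cut at about 24% in these data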;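 note: cytokine-independent growth of Ba/F3 cells driven by EpoR plus mutant JAK2; 0% = DMSO-treated cells and 100% = JAK inhibitor I control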
# NPY Y1 blocker: antagonists of human neuropeptide Y receptor Y1. P25929. inhibition, % at 3.6 µM. AID 1040. actives 1% (n = 200,000). HEK293-CNG Y1 cells, membrane potential fluorescence; NPY at EC95, then isoproterenol;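 active = inhibition above the campaign mean inhibition of all tested compounds plus 3 SD, cut at about 20% in these data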;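 note: 0% = DMSO wells given NPY plus isoproterenol and 100% = isoproterenol alone without NPY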
#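 System: HEK293 cells with Y1 receptor plus CNG channel / Probe or stimulus: NPY 25 nM then isoproterenol 1 µM plus Ro 20-1724 25 µM / Compound: one concentration, 3.6 µM, in 0.4% DMSO / Schedule: compound incubation 1 h at room temperature, readout 45 min post-stimulation / Measured by: membrane potential fluorescence / Read-out: % inhibition of NPY effect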
# CHOP inh: blocks CHOP induction under ER stress. CHO-K1 CHOP-promoter luciferase, tunicamycin-induced, 15-18 h. inhibition, % at 10 µM. actives 3.8% (n = 220,000);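 active = compounds that reduced the stress-induced luciferase reporter signal by more than about 70% of percent inhibition, limit read from the data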;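 note: 0% = tunicamycin plus vehicle and 100% = wells without tunicamycin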
# * = called active by the depositor; . = no result given.
SMILES,NPY-Y2 PAM-ag,BaF3 parental,S1P4 antag,NPY1 pot ag,S1P4 agonist,p47phox inh,Ba/F3 V617F tox,NPY Y1 blocker,CHOP inh
Cc1cccc(C)c1NC(=O)C1C2C=CC(C2)C1C(=O)NCc1ccccn1 (stereo not given),14,-3,0,3,0.4,-1,-3,3,25
CCc1ccc(C(=O)OCC(=O)c2c(N)n(CC(C)C)c(=O)n(C)c2=O)cc1,19,5,-14,-8,1.0,-13,-2,5,33
COC(=O)c1c(NC(C)=O)sc(C(=O)Nc2ccccc2)c1C,-3,-2,-1,-23,-0.6,8,-2,3,-31
CCc1ccc(CN(C)CC(=O)Nc2sccc2C#N)cc1,1,2,-3,-1,2.2,-2,-4,0,47
Cc1ccc(CNc2nc(C)nc3sc4c(c23)CCC4)cc1,-32,8,-11,-34,0.0,-6,2,14,59
NC(N)=NC(N)=Nc1ccc(O)cc1,-20,-1,6,6,0.6,4,-5,.,21
O=C1C2CCCN2C(=O)N1CCCCN1CCN(CCO)CC1 (stereo not given),5,4,-5,-7,-0.8,0,3,4,4
CSc1n[nH]c(NCc2ccc(C)cc2)n1,-20,3,-17,-18,1.5,-12,-4,0,-13
COc1ccc(N2C(=O)/C(=C/c3ccc([N+](=O)[O-])cc3)C=C2c2ccccc2)cc1,-2,2,-9,20,1.8,25,0,2,6
CC(C)=CCCC(C)NC(=O)NC1CCCCC1 (stereo not given),-1,-1,14,3,0.2,0,1,-5,16
CN(C)/C=C/c1onc(-c2c(F)cccc2Cl)c1C#N,0,6,-12,28,1.7,-13,-1,2,20
CC(C)Sc1nc2c(c(=O)[nH]c(=O)n2C)n1CC(O)COc1ccccc1 (stereo not given),1,8,1,-7,0.4,-1,-1,-7,3
Cn1nnnc1SCC(=O)NCc1cccc(C(=O)O)c1,4,1,1,4,0.0,-6,-4,-5,15
O=S(=O)(Nc1nccs1)c1ccc(Br)cc1,-5,4,-2,3,0.1,6,-1,6,5
O=C(Nc1ccccc1Cl)O/N=C(/c1ccccc1)c1ccccn1,-4,5,-1,9,-2.7,-1,-2,-2,-5

# Five entries drawn at random from those above, as already listed:
SMILES,NPY-Y2 PAM-ag,BaF3 parental,S1P4 antag,NPY1 pot ag,S1P4 agonist,p47phox inh,Ba/F3 V617F tox,NPY Y1 blocker,CHOP inh
CC(C)=CCCC(C)NC(=O)NC1CCCCC1 (stereo not given),-1,-1,14,3,0.2,0,1,-5,16
Cc1ccc(CNc2nc(C)nc3sc4c(c23)CCC4)cc1,-32,8,-11,-34,0.0,-6,2,14,59
Cn1nnnc1SCC(=O)NCc1cccc(C(=O)O)c1,4,1,1,4,0.0,-6,-4,-5,15
CCc1ccc(CN(C)CC(=O)Nc2sccc2C#N)cc1,1,2,-3,-1,2.2,-2,-4,0,47
Cc1cccc(C)c1NC(=O)C1C2C=CC(C2)C1C(=O)NCc1ccccn1 (stereo not given),14,-3,0,3,0.4,-1,-3,3,25

# Later entries.
SMILES,NPY-Y2 PAM-ag,BaF3 parental,S1P4 antag,NPY1 pot ag,S1P4 agonist,p47phox inh,Ba/F3 V617F tox,NPY Y1 blocker,CHOP inh
COCCCn1c(=O)/c(=C\c2ccc(OC(F)F)c(OC)c2)s/c1=C(/C#N)C(=O)NCCOC,6,-2,13,16,-1.7,-16,-3,.,-19
O=C(CSc1nnnn1Cc1ccccc1)N1CCN(c2ccccc2)CC1,-7,6,-2,-10,-1.6,-9,3,-6,8
Cc1ccc(N2CC(=O)Nc3c(oc4nc(-c5ccccc5)cc(C)c34)C2=O)cc1,-2,1,-5,-27,1.0,-7,2,.,97*
O=C(c1cnc2n(c1=O)CCS2)N1CCN(c2ccc(Cl)c(Cl)c2)CC1,-3,4,-27,-7,0.6,-7,3,-2,13
Fc1ccc(Nc2ncnc3sc4c(c23)CCC4)cc1F,-9,9,-14,-35,-0.8,-22,2,6,46
O=C1CC(c2ccccc2)Cc2nc(N3CCc4ccccc4C3)ncc21 (stereo not given),-11,4,-22,-16,0.3,-16,0,7,30
Cc1nc(-c2cccc(NS(=O)(=O)c3ccc4ccccc4c3)c2)cs1,-33,1,-13,-25,0.6,-35,0,32*,-11
CCc1ccc(NCCC(=O)c2ccc(Cl)cc2)cc1,9,0,4,20,1.1,-4,-2,7,3
COc1ccc(/C=N\NS(=O)(=O)c2ccc(Cl)cc2)cc1COc1ccccc1[N+](=O)[O-],7,-2,-11,4,0.4,-2,-3,0,50
Cc1nc(SCC(=O)O)c(C#N)c2c1CCCC2,-4,-8,4,-5,0.1,-7,0,.,-7
OCC[n+]1ccc(/C=C/c2c[nH]c3ccccc23)cc1,14,84*,19,-14,-0.6,-75,90*,6,-10
O=C(COc1ccc(C(=S)N2CCOCC2)cc1Cl)Nc1ccccc1Cl,-3,6,-28,7,1.8,-7,1,2,4
COc1ccccc1/C=C/C=N/NC(=O)Cc1cccn1C,-2,3,-14,7,1.9,-22,-1,-4,-18
CCCCCCC(=O)N(O)C1CC(=O)N(c2ccc(Cl)cc2)C1=O (stereo not given),-18,1,26,-15,0.9,-34,-2,.,6
O=C(Oc1ccccc1)c1ccc2nsnc2c1,-6,1,-11,-9,-0.4,-4,0,1,0
COC(CNC(=O)C1CC(=O)N(CCc2ccccc2)C1)OC (stereo not given),-4,4,-19,-15,4.1,0,3,6,17
COc1ccccc1C(=O)NCCc1nc2ccccc2[nH]1,13,3,5,-21,-0.2,-3,-1,-1,2
Cc1cc(C)cc(Nc2cc(=O)n(C3CCCCC3)c(=O)[nH]2)c1,1,1,-21,5,0.1,-16,0,1,87*
COc1cc(NC(=O)CSc2ncnc3scc(-c4ccccc4)c23)c(C(=O)O)cc1OC,-15,3,-9,-11,-1.4,-13,0,7,37
CCCCOC(=O)CCn1[nH]c(=O)c2ccccc2c1=O,1,2,-19,12,1.4,-19,-1,1,35
CC(=O)Nc1cccc(NC(C)=C(C#N)C#N)c1,2,-2,-16,7,1.9,6,-5,-2,-17
O=c1[nH]c(=S)[nH]cc1Oc1ccc(Cl)cc1Cl,-3,-3,-17,8,0.0,-11,-2,.,51
Cc1ccccc1Nc1nc2ccccc2n1C(C)C,1,-3,-5,3,1.4,-2,-4,-2,16
COc1ccc(CNS(=O)(=O)NCc2ccc(OC)c(OC)c2)cc1,0,9,-4,4,0.9,-7,3,1,40
CC(C)(C)NC(=O)C(c1ccccc1)N(C(=O)c1ccco1)C1CC1 (stereo not given),-2,2,-2,-8,0.1,12,-4,0,9
O=C(NCC1OCCCN1S(=O)(=O)c1cc(F)ccc1F)C(=O)NC1CCCCC1 (stereo not given),5,0,-3,10,0.8,-7,-6,0,13
O=C(Nc1cccc(-c2cnc3ccccc3n2)c1)c1ccccc1,-6,-1,11,7,-0.2,-4,-6,5,1
NNC(=O)c1ccc(COc2ccc3ccccc3c2)cc1,-29,-5,-1,-29,0.1,-14,-3,.,85*
COc1ccc(C2NC(c3ccc(OC)c(OC)c3OC)C(C)C(=O)C2C)c(OC)c1OC (stereo not given),-5,4,-17,0,-2.6,3,2,1,8
COCCn1c(C(=O)N2CCCC2)cc2c1C[C@H]1CN(C(=O)c3ccccc3)[C@@](Cc3ccc(F)cc3)(C(=O)OC)[C@@H]21,1,4,15,-32,0.3,-7,-2,14,20

# Looked up above.
# CHOP inh with Cc1nc(-c2cccc(NS(=O)(=O)c3ccc4ccccc4c3)c2)cs1 is entered as -11
# NPY1 pot ag with O=C1CC(c2ccccc2)Cc2nc(N3CCc4ccccc4C3)ncc21 (stereo not given) is entered as -16

# Later entries
SMILES,NPY-Y2 PAM-ag,BaF3 parental,S1P4 antag,NPY1 pot ag,S1P4 agonist,p47phox inh,Ba/F3 V617F tox,NPY Y1 blocker,CHOP inh
COc1ccc(NC(=O)C2CCN(c3nc(C)cc(C)n3)CC2)cc1,12,0,2,11,-0.4,10,-5,4,12
CCC(NS(=O)(=O)c1ccc(OC)cc1)C(=O)NCCC1=CCCCC1 (stereo not given),1,5,8,24,-0.6,-6,1,7,18
COc1ccc(NC(C)c2ccccc2)cc1 (stereo not given),-1,8,7,-9,0.4,0,5,1,-2
CCCCn1c(SCc2nc3ccccc3s2)nc2ccccc2c1=O,6,5,-12,-23,-0.2,-10,2,0,26
O=C(NCC(O)c1ccc([N+](=O)[O-])cc1)C1CCCCC1 (stereo not given),-6,8,-17,-11,2.4,-18,2,8,-11
CC(=O)N(c1ccc2oc(=O)sc2c1)S(=O)(=O)c1ccccc1,3,5,-14,16,3.0,-3,-2,-1,0
O=C(c1ccccn1)N1CCN(S(=O)(=O)c2ccc3ccccc3c2)CC1,-7,9,-2,6,-2.1,6,1,2,10
COc1ccc(N2CCN(CC(=O)c3c[nH]c4ccccc34)CC2)cc1,8,-3,4,28,0.8,-1,0,.,9
CCN1CCN(C(c2cc(OC)ccc2OC)c2nnnn2Cc2ccccc2)CC1 (stereo not given),-19,4,7,0,-0.8,-12,-1,5,20
O=C(C1CCCN1S(=O)(=O)c1ccc(Cl)c(Cl)c1)N1CCCCC1 (stereo not given),4,3,9,16,1.7,-2,1,3,10
Cc1ccc(C(=O)/C=C/c2ccccc2[N+](=O)[O-])cc1,-1,5,-1,3,2.9,-11,1,1,-48
CN1C(=O)N2CN(C3CCCCC3)CN3C(=O)N(C)C1C23 (stereo not given),-3,3,10,8,3.7,1,4,14,23
Cc1ccc(S(=O)(=O)c2cc3cc(Br)ccc3oc2=O)cc1,6,6,0,4,-1.0,-5,2,2,3
CCOc1cc(C2C(C#N)=C(N)OC3=C2C(=O)CC(C)(C)C3)cc([N+](=O)[O-])c1O (stereo not given),-4,5,-5,7,-0.5,-3,-3,0,5
Cc1ccccc1S(=O)(=O)Cc1ccc(C(=O)O)o1,-7,4,-4,-2,-6.5,-6,-3,1,-21
CCCCn1nnnc1NCc1cc(Cl)c(OC)c(OC)c1,-2,11,-3,-19,0.3,-10,3,0,-7
CC(=O)n1cc([C@@H]2C=C(C(=O)N3CCN(Cc4ccccc4)CC3)O[C@H](OCc3ccc(CO)cc3)C2)c2ccccc21,10,0,-3,0,1.5,-72,3,1,35
CC(=O)N(CN1C(=O)CCC1=O)c1cccc(Cl)c1,5,4,-5,1,-0.1,-11,-3,0,-17
CC(C)Nc1nc(N)c(C(=O)C23CC4CC(CC(C4)C2)C3)s1,3,-2,-8,19,0.8,-9,0,.,66
O=S1(=O)C=CC(Nc2ccccc2)C1 (stereo not given),5,0,-25,12,-0.2,-7,-1,8,-9
COC(=O)c1cn(C(=O)c2ccc(C)cc2)c2ccccc12,5,0,-24,-10,0.4,-2,-2,7,43
COCCNCC(=O)C12CC3CC(CC(C3)C1)C2,0,5,11,18,2.1,-5,-3,-2,-9
Cc1cccc(NC(=S)NCCc2ccc3c(c2)OCCO3)c1C,-4,3,-21,3,0.6,0,-3,11,6
N#Cc1c(N)nc2c(c1-c1ccncc1)CCCCC2,0,-2,-14,8,135*,4,-4,7,-1
N#CC(C#N)=Cc1ccccc1OCc1ccccc1,2,1,8,17,-0.5,-7,-2,.,-23
COc1ccc(-c2noc(N(C)CC(=O)Nc3cccc(C(F)(F)F)c3)n2)cc1,8,7,-5,-19,1.1,-17,2,-2,35
O=C(NC(=S)Nc1ccc(N2CCOCC2)cc1)c1ccc2c(c1)OCCO2,5,1,-16,2,-0.4,-12,-3,-9,5
COCCNC(=O)C(c1ccc(F)cc1)N(Cc1ccco1)C(=O)CCC(=O)Nc1nccs1 (stereo not given),17,1,8,-1,-0.9,0,-1,1,32
Cc1cccc(C)c1NC(=O)CN(C)CC(=O)Nc1ccccc1Br,1,6,-10,-27,1.8,-2,-1,-1,10

# Bioassay records from PubChem.
